# Mac1 fbg enh: CD11b/CD18-fibrinogen binding enhancement; 93,000 tested, 0.07% active; activation, % at 10 µM; K562 CD11b/CD18 adhesion to fibrinogen, ATPlite luminescence; P05107+P11215; AID 1499;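 active = 10 µM primary screen giving 50% or more activity, confirmed by 40% or more on retest at that dose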; also: strong numbers were not always called active; reference of the scale not given here
# ERa SRC1 pot: enhances coactivator binding to human estrogen receptor alpha. P03372. TR-FRET ERalpha-LBD/SRC-Cy5 coactivator binding, 2 h; 100 = basal binding, no effect. coactivator binding (% of control), % at 25.6 µM. 86,000 tested, 1.3% active. AID 639; in the data active = activity above about 200%;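 also: binding measured in presence of low estradiol as agonist stimulus; 0% = peptide alone without receptor and 100% = receptor with peptide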
# Mac1 fbg inh: CD11b/CD18-fibrinogen binding inhibition | inhibition, % at 10 µM | 93,000 tested, 0.54% active | K562 CD11b/CD18 adhesion to fibrinogen, ATPlite luminescence; Mn2+ added to activate the integrin | P05107+P11215;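 active = primary inhibition of 50% or more at 10 µM, then 40% or more on retest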; also: some results filed as inactive read as strong as hits
# MT1-MMP txn act: activates MT1-MMP transcription; HT1080 MT1-MMP promoter luciferase reporter, luminescence, overnight; active compounds read high; 86,000 tested, 0.16% active; AID 750; activation factor at 10 µM;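 active = activation factor of at least 2 for MT1-MMP transcription at 10 µM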
# Calb biofilm kill: kills Candida albicans biofilms; C. albicans biofilm + clotrimazole, Alamar Blue; inhibition, % at 6 µM; 85,000 tested, 0.14% active;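 active = inhibition above 20%; inactive = inhibition below 20%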;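 also: preformed 24 hr biofilms exposed to compound for 48 hr; 0% = biofilm without compound and 100% = blank killed by clotrimazole plus chlorhexidine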
# sEH inhibitor: blocks human soluble epoxide hydrolase activity. P34913. recombinant human sEH enzymatic activity assay. 91,000 tested, 0.34% active. AID 707. inhibition, % at 2 µM; in the data active = inhibition above about 80%; also: values of inactives mirror those of a sister screen read the other way; many of its hits are not listed in these tables
# Smad3 inh: inhibitors of human Smad3 transcription factor binding; P84022; TR-FRET Smad3/Dy647-FoxH1 peptide binding, europium anti-His; inhibition, % at 25 µM; 88,000 tested, 0.29% active; AID 630;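 active = compounds that reduce the energy-transfer binding signal between the protein and its labelled peptide by more than half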;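 also: 0% = Smad3 plus labelled peptide maximal FRET and 100% = peptide-only background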
# Target sequence (P84022 whole entry, looked up): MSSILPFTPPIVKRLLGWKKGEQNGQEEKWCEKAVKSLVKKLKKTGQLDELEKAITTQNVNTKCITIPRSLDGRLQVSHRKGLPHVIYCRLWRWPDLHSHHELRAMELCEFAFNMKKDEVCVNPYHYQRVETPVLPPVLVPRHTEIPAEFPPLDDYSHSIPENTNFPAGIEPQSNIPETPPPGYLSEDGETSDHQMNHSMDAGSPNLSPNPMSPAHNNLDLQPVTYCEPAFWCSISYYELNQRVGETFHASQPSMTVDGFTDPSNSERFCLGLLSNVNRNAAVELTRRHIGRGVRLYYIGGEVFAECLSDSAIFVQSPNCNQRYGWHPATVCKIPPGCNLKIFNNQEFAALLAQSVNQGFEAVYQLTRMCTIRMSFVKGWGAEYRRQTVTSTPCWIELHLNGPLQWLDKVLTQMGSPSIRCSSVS
# ERb SRC1 inh: blocks coactivator binding to human estrogen receptor beta. Q92731. TR-FRET ER-beta LBD / SRC1-Cy5 peptide binding; receptor agonist-loaded with 1 µM estradiol. inhibition, % at 25.6 µM. 86,000 tested, 1.3% active. AID 633;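 active = compounds whose percent inhibition of the receptor-coactivator binding signal exceeds about 50% in the single-dose screen, limit read from the data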;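 also: 0% = receptor plus peptide wells without compound and 100% = peptide-only wells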
# Target sequence (Q92731 whole entry, looked up, the tested form may be a part): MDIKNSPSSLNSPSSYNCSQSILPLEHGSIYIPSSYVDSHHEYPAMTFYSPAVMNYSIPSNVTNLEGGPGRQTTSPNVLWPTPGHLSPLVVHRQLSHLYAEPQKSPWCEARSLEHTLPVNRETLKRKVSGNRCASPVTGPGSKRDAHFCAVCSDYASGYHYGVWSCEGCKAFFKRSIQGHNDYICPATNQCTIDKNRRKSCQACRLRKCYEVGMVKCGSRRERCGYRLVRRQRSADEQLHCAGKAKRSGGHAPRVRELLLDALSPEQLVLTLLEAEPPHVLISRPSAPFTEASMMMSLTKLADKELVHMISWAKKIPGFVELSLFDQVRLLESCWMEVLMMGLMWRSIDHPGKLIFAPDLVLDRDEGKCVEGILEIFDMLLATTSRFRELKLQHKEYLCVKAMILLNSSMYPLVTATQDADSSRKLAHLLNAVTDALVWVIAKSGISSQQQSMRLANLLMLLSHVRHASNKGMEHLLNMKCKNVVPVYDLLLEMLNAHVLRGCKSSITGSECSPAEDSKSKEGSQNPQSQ
# sEH activator: increases human soluble epoxide hydrolase activity; P34913; purified human sEH enzymatic activity, activator screen; activation, % at 2 µM; 91,000 tested, 0.04% active; in the data active = activation above about 37%; also: values of inactives mirror those of a sister screen read the other way
# * marks the source's active call; other numbers are inactive results; nt = not tested or not shown; [ ] = another dose, or the depositor's remark. Only part of the results is shown; the hit share may differ from the screen's.
SMILES,Mac1 fbg enh,ERa SRC1 pot,Mac1 fbg inh,MT1-MMP txn act,Calb biofilm kill,sEH inhibitor,Smad3 inh,ERb SRC1 inh,sEH activator
Cc1cc(NC(=O)CSc2nnc(-c3cccs3)n2N)no1,-1,89,13,1,6,13,5,22,-13
CCCn1c(=O)c2ccccc2n2c(Sc3nnnn3-c3ccccc3)nnc12,-3,118,3,1.4,6,nt,-2,-6,nt
Cc1ccc(/C=N/N2CCN(c3ccncc3S(=O)(=O)N3CCCCC3)CC2)cc1,-3,nt,5,nt,nt,2,nt,nt,1
COCCCNCCOCCOc1ccc(C)cc1[N+](=O)[O-],-1,nt,1,nt,nt,2,nt,nt,-3
COc1ccc2c(c1)c(C(=O)CN1CCN(C(=O)c3ccco3)CC1)c(C)n2C,-4,112,-5,1.1,3,nt,12,-3,nt
CCN(CC)S(=O)(=O)c1ccc2oc(C(=O)NCc3ccc(C)cc3)c(C)c2c1,-4,94[fluorescence artefact?],18,1.2,3,5,14,7,-3
C#CC1(O)CC(C)N(C)C(C)C1 (stereo unspecified),nt,114,nt,1.1,6,-1,-4,2,0
O=C(Nc1ccc2c(c1)CCC2)C1COc2ccccc2O1 (stereo unspecified),-1,98[fluorescence artefact?],9,1.3,3,27,8,34,-28
CN(C)C(=O)NC(Nc1ccc(Cl)cc1Cl)C(Cl)(Cl)Cl (stereo unspecified),-1,nt,-12,nt,nt,6,nt,nt,-8
CCc1ccc(-c2nc(CN3CCC(C(=O)N4CCN(c5ccccn5)CC4)CC3)c(C)o2)cc1,-3,119,16,1.3,nt,10,2,0,-10
O=S(=O)(NC1CCCCC1NS(=O)(=O)c1ccc(F)cc1)c1ccc(F)cc1 (stereo unspecified),3,119[fluorescence artefact?],26,1,2,-17,5,-7[fluorescence artefact?],15
O=C(CN(c1ccc(F)cc1)S(=O)(=O)c1ccc2c(c1)OCCO2)NCc1ccccn1,0,125[fluorescence artefact?],-8,1.2,7,-3,-2,-3,3
N#Cc1cccc(NC(=O)CCn2ccnc2)c1,4,132,-29,1.1,5,-6,-7,2[fluorescence artefact?],8
Cn1c(=O)[nH]c2cc(Cl)cnc21,-3,108,7,1,6,nt,-8,17,nt
C[C@H](NS(=O)(=O)c1ccccc1F)C(=O)OCC(=O)N1CCc2ccccc21,-4,144[fluorescence artefact?],4,nt,9,2,3,-8,-1
O=C(COc1ccc(/C=N/NC(=O)c2cc3ccccc3o2)cc1Cl)Nc1ccccc1,34,nt,21,nt,nt,4,nt,nt,-6
COc1cccc(Cn2c(NCC(C)C)nc3c2c(=O)n(C)c(=O)n3C)c1,nt,112,nt,1,12,-3,2,-8,6
O=C(O)C1CCN(c2nc(-c3ccccc3)nc3c2oc2ccccc23)CC1,-5,96,3,1.1,0,-11,-8,-2[fluorescence artefact?],11
COC(=O)c1nc(NC(=O)C(C)(C)C)n[nH]1,-3,nt,-30,nt,nt,10,nt,nt,-10
Cc1ccc(-c2cc(C(=O)NCc3ccccn3)c3ccccc3n2)cc1C,6,nt,9,nt,nt,3,nt,nt,0
CN(C)S(=O)(=O)c1ccc(C(=O)OCC(=O)NC(=O)NCc2ccccc2)cc1,-6,100,28,1,10,0,5,-3,2
c1nc(NCC2CCCO2)c2[nH]cnc2n1 (stereo unspecified),nt,116,nt,1.2,-1,1,7,2,-1
COc1ccc(-c2c3c(=O)n(C)c(=O)n(C)c3cn2Cc2ccccn2)cc1,0,108,-3,1,9,2,8,-8,-3
CC1CCCCC1NC(=S)Nc1ccc(SC(F)F)cc1 (stereo unspecified),-4,112,24,1.2,6,36,16,-1,-38
Nc1nc(Nc2ccc(Cl)cc2)n[nH]1,-2,nt,-4,nt,nt,0,nt,nt,2

# Continuation:
SMILES,Mac1 fbg enh,ERa SRC1 pot,Mac1 fbg inh,MT1-MMP txn act,Calb biofilm kill,sEH inhibitor,Smad3 inh,ERb SRC1 inh,sEH activator
COCCCn1c(SCC(=O)Nc2cccc(C)n2)nnc1-c1ccco1,5,82,-3,1.1,7,-6,-2[fluorescence artefact?],4,6
COc1nc(N)nc(CC(=O)C2CC2)n1,-2,121,-6,1.3,nt,-2,-6,-1,3
CC(C)CC(=O)Nc1ccccc1Oc1ccccc1,-1,114,-1,1.1,5,4,1,-8,-6
COc1ccc(-c2nnc(SCC(=O)NC(C)C)n2CC2CCCO2)cc1OC (stereo unspecified),-3,104,4,1.1,8,nt,2,-3,nt
Cc1cc(NC(=O)c2cccc(S(=O)(=O)N3CCOCC3)c2)no1,1,78,-12,1.1,-2,8,15,5,-8
CCOC(=O)N1CCN(C(=O)C2CCN(S(C)(=O)=O)CC2)CC1,1,104,-11,1.1,7,-12,4,1,11
COc1ccccc1-c1nnc(SCC(=O)Nc2ccccc2)o1,1,119,27,1.5,7,-10,4[fluorescence artefact?],1,13
CCOC(=O)NC1C=CS(=O)(=O)C1 (stereo unspecified),-7,120[fluorescence artefact?],-12,1.1,2,-5,0,-10,5
O=C(NCC1CCCO1)C(c1cccs1)N(Cc1cccs1)C(=O)Cn1nnc(-c2cccs2)n1 (stereo unspecified),nt,97[fluorescence artefact?],nt,1.3,2,3,9,-11,-2
COc1ccc(CCNC(=O)Cc2cc(OC)c(OC)cc2[N+](=O)[O-])cc1OC,7,nt,10,nt,nt,10,nt,nt,-8
CC(=O)Nc1sc(NC(=O)c2ccc(Cl)cc2)nc1-c1cccs1,-2,nt,2,nt,nt,-14,nt,nt,14
CC(C)(C)OC(=O)N1CCCC1C(=O)N1CCc2ccccc21 (stereo unspecified),nt,123[fluorescence artefact?],nt,1.1,4,5,3,-14,-7
CN1/C(=C\C(=O)COC(=O)Cn2nnc(-c3ccccc3)n2)C(C)(C)c2ccccc21,-5,292*,4,1,4,4,-15,-3[fluorescence artefact?],-4
O=C(NCC(=O)N(Cc1ccco1)C(C(=O)NC1CCCC1)c1cccnc1)c1ccco1 (stereo unspecified),nt,109,nt,1.4,7,2,2,-3,4
CCOC(=O)Cc1nnc(NC(=O)C(CC)Sc2nnc3c4ccccc4n(C)c3n2)s1 (stereo unspecified),5,87,5,1,-5,3,9,8,-4
COC(=O)CN(n1cnnc1)S(=O)(=O)c1ccc(C)cc1,-5,116[fluorescence artefact?],-7,1,2,4,-4,-6,-8
O=C(Cn1c(SCc2ccccc2)nc2ccccc21)N1CCOCC1,nt,114,nt,1.3,3,-2,-4,-6,5
O=C(Nc1cccc(NS(=O)(=O)c2ccc(S(=O)(=O)NC3CC3)cc2)c1)c1ccccn1,-2,119,-6,1.1,3,10,2,1[fluorescence artefact?],-13
COC(=O)c1cnn2c(C(F)(F)F)cc(-c3ccco3)nc12,10,50[fluorescence artefact?],-1,1.2,9,-8,7,59*,5
NC(=O)CSc1nnc(-c2cnccn2)n1-c1ccccc1,-3,103,-13,1.1,2,-14,2,-12,17
Cc1noc(C)c1CSc1nnc(-c2ccncc2)n1-c1ccc(Cl)c(Cl)c1,-4,97,4,1.1,8,-4,-3,14,3
CCN(CC)C(=O)c1sc2nc(N3CCOCC3)c3c(c2c1N)CCCC3,-4,61,-9,1.2,6,-10,9,-11,9
Cc1sc2nc3c(C(=O)N4CCN(c5ccccn5)CC4)cccn3c(=O)c2c1C,1,nt,-6,nt,nt,-2,nt,nt,5
CCOc1ccc(CN2CCN(C(=O)c3cccc(F)c3)CC2)cc1,nt,74,nt,1.3,6,-1,1,-13,4
CC(C)(C)N1C(=O)c2ccc(C(=O)NCc3ccco3)cc2C1=O,-2,103,-28,1.1,1,20,-6,2[fluorescence artefact?],-20

# Part of the list above, with two lines to a compound:
# The line under a structure holds: Mac1 fbg enh, ERa SRC1 pot, Mac1 fbg inh, MT1-MMP txn act, Calb biofilm kill, sEH inhibitor, Smad3 inh, ERb SRC1 inh, sEH activator
> Cc1cc(NC(=O)c2cccc(S(=O)(=O)N3CCOCC3)c2)no1
    1, 78, -12, 1.1, -2, 8, 15, 5, -8
> CCOC(=O)N1CCN(C(=O)C2CCN(S(C)(=O)=O)CC2)CC1
    1, 104, -11, 1.1, 7, -12, 4, 1, 11
> COc1ccccc1-c1nnc(SCC(=O)Nc2ccccc2)o1
    1, 119, 27, 1.5, 7, -10, 4[fluorescence artefact?], 1, 13

# Continued:
SMILES,Mac1 fbg enh,ERa SRC1 pot,Mac1 fbg inh,MT1-MMP txn act,Calb biofilm kill,sEH inhibitor,Smad3 inh,ERb SRC1 inh,sEH activator
CC(C)C(NC(=O)c1ccc(C(C)(C)C)cc1)C(=O)O (stereo unspecified),-1,99,-7,1,9,3,2,-2[fluorescence artefact?],-2
Cc1noc(C)c1CSc1nnc(-c2cc(Cl)ccc2Cl)n1N,-1,92,27,1.1,4,nt,-4,4[fluorescence artefact?],nt
CCOc1ccc(S(=O)(=O)Nc2ccc(S(=O)(=O)Nc3cc(OC)ccc3OC)cc2)cc1,-2,115,3,1,6,-4,7,-6,1
CCOC(=O)N1CCC(N(CCCOC)C(=O)Nc2cccc(OC)c2)CC1,nt,135[fluorescence artefact?],nt,1.1,7,-7,4,-2,6
O=S(=O)(Nc1nc2ccccc2s1)c1ccc(Cl)s1,-5,116,74*,1.1,1,-17,28,-4[fluorescence artefact?],17
Cc1ccccc1-c1coc2cc(O)ccc2c1=O,5,108[fluorescence artefact?],-30,1.2,9,14,-1,27,-12
COc1cccc(-c2nnc(SCC(=O)N(C(C)C)C(C)C)o2)c1,0,114,2,1.2,6,nt,8,-6[fluorescence artefact?],nt
Cc1onc(-c2ccccc2Cl)c1C(=O)N1CCN(C/C=C/c2ccccc2)CC1,-3,114,8,1,7,nt,-4,-4,nt
CC1=C(C(=O)OCc2ccccc2)C(c2ccoc2)C(C#N)=C(N)O1 (stereo unspecified),2,106,-11,1.3,3,1,-2,-6,0
COc1ccc(C(=O)/C=C/c2ccc(OC)c(COc3ccc(F)cc3)c2)cc1,-1,nt,8,nt,nt,-2,nt,nt,0
COc1ccccc1CC(=O)N1CCN(c2cccc(C(F)(F)F)c2)CC1,-1,97,-4,1.3,5,nt,-2,-9,nt
COc1ccc(C)cc1NC(=O)CN1CCN(CC(=O)Nc2ccccc2F)CC1,7,123,-30,1.1,6,-7,7,11,6
CCOC(=O)C1CCCN(CC(=O)Nc2c(C(=O)OC)[nH]c3ccc(C)cc23)C1 (stereo unspecified),-1,99,2,1.3,4,-8,-1,-6,7
CC(=O)C1=C(C)NC(SCSc2ccccc2)=C(C#N)C1c1cccnc1 (stereo unspecified),nt,88[fluorescence artefact?],nt,1,4,-10,0,4,12
CCSc1nnc2n1C(C)(C)Cc1ccccc1-2,-2,nt,1,nt,nt,-5,nt,nt,6
COC(=O)C(C)Sc1ncnc2c1nnn2-c1ccc(F)cc1 (stereo unspecified),1,84,-5,1.3,5,-9,8,-13,7
C/C(=N\NC(=O)c1cccc(C)c1)c1ccc(N2CCOCC2)cc1,1,nt,-2,nt,nt,8,nt,nt,-6
CCCC(=O)Nc1nnc(CC(=O)OCC)s1,-3,89,-18,1.1,0,7,13,9[fluorescence artefact?],-6
CC(C)C(NC(=O)C12CC3CC(CC(C3)C1)C2)C(=O)O (stereo unspecified),-3,104,-12,1.1,6,-3,1,0,2
CC1CN(C(=S)NC(=O)c2cccc([N+](=O)[O-])c2)CC(C)O1 (stereo unspecified),3,nt,-8,nt,nt,3,nt,nt,0
CSc1nsc(SCC(=O)Nc2ccc(C(C)=O)cc2)n1,0,85,16,1.8,-1,11,8,10[fluorescence artefact?],-8
Cc1ccc(N(CCC#N)C(=O)CSc2ccc3c(c2)OCCO3)cc1,nt,102,nt,1.1,3,nt,3,-3,nt
CNC(=O)NC1CCCCc2sccc21 (stereo unspecified),-3,142,29,1.1,4,2,-9,-1,-1
Cc1ccc(C)c(N2CCN(C(=O)c3ccc(Cn4c(=O)[nH]c5ccccc5c4=O)cc3)CC2)c1,-2,111,23,1.1,3,-5,7,1,6
CCOC(=O)CN1CC23C=CC(O2)C(C(=O)NCc2ccc(C)cc2)C3C1=O (stereo unspecified),-2,108,-7,1.1,6,-10,0,1,12
